Assay outcomes from PubChem.
CHRM5 PAM: CHRM5 positive allosteric modulation; P08912; CHO-K1 hM5, Fluo-8 calcium, ACh EC20 PAM; 0% = ACh EC20, 100% = ACh EC100; activation, % at 3 µM; 360,000 compounds, 0.3% hits;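 active means activation above the run cutoff, the mean activation of all test compounds plus 3 SD, cut at about 18% in these data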
Target sequence (P08912 whole entry, looked up): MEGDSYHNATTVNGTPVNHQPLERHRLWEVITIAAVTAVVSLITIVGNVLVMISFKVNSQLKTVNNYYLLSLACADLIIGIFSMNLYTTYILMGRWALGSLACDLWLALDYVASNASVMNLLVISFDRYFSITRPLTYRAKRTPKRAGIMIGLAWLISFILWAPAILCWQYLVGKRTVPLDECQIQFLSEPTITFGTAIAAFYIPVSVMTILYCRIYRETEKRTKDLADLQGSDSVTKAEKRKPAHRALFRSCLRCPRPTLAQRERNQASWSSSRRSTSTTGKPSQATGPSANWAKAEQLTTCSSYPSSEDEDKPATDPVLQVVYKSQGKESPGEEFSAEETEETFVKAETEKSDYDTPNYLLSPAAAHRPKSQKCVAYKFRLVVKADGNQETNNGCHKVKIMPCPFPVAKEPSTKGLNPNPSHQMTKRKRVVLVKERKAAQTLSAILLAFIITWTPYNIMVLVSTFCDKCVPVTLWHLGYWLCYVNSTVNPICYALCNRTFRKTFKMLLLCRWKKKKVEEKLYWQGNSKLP
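Replicates: One well per compound, no replicates | System: Human M5 receptor in CHO-K1 cells | Benchmarks: Low control EC20 acetylcholine (0%), high control EC100 acetylcholine (100%) | Probe or stimulus: Acetylcholine, EC20 level | Times: Fluo-8 loading 80 min at 37 °C plus 30 min room temperature | Signal: Intracellular calcium via Fluo-8 fluorescence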
CHO-K1 Ca PAM: M1 PAM counterscreen hit in parental CHO-K1 cells; ATP EC20, Fluo-8 calcium fluorescence; 0% at ATP EC20, 100% at ATP max; activation, % at 3 µM; AID 602247; 360,000 compounds, 0.02% hits;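 active means activation above the run cutoff, the mean activation of all test compounds plus 3 SD, cut at about 40% in these data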;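 further: peak over basal fluorescence ratio in a 140 s read after ATP addition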
CHRM4 PAM: positive allosteric modulators of human muscarinic M4 receptor; CHO-K1 hM4/Gqi5, Fluo-8 calcium fluorescence, ACh EC20; 0% = ACh EC20, 100% = maximal ACh; 360,000 compounds, 0.4% hits; activation, % at 3 µM;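 active means activation above its plate's cutoff, the mean activation of sample wells plus 3 SD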; further: some results filed as inactive read as strong as hits
Target sequence (P08173 whole entry, looked up): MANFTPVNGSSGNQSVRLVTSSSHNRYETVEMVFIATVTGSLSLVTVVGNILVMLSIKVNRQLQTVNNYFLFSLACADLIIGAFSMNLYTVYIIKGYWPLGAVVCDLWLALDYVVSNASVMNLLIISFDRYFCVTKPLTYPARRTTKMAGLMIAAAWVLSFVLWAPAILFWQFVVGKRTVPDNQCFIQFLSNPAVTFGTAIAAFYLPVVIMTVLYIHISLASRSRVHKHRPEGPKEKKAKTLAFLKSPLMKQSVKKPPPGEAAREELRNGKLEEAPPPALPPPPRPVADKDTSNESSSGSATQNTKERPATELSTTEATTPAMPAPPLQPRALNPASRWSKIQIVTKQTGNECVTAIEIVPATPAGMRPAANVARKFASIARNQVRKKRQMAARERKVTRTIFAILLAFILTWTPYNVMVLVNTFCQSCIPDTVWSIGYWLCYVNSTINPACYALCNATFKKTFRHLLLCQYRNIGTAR
CHRM4 antagonist: CHRM4 antagonism in calcium assay. 360,000 compounds, 0.73% hits. P08173. CHO-hM4 cells, ACh EC80, Fluo-8 calcium fluorescence. inhibition, % at 3 µM;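 active means inhibition above its plate's cutoff, the mean inhibition of sample wells plus 3 SD, cut at about 27% in these data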;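 further: 0% = acetylcholine EC80 with DMSO and 100% = DMSO without agonist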
M5 ag: CHRM5 agonism in calcium assay. 360,000 compounds, 0.19% hits. CHO-K1 hM5 cells, Fluo-8 calcium fluorescence; 0% DMSO wells, 100% maximal acetylcholine response. P08912. AID 624037. activation, % at 3 µM;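 active means activation above the run's mean over test compounds plus 3 SD, cut at about 23% in these data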;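 further: signal is peak over basal fluorescence ratio across the kinetic read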
CHO-K1 Ca ag: counter-screen for M1 agonists: effect in parental CHO-K1 cells | Fluo-8 calcium fluorescence; scaled to maximal ATP response, vehicle zero | 360,000 compounds, 0.48% hits | activation, % at 3 µM; in the data active means activation above about 15%;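 further: untransfected CHO-K1 host cells lacking M1 receptor as counterscreen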
M5 antag: antagonists of human muscarinic M5 receptor (CHRM5). AID 624040. inhibition, % at 3 µM. CHO-hM5 cells, Fluo-8 calcium fluorescence, ACh EC80. 360,000 compounds, 0.59% hits;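 active means inhibition above a per-plate cutoff, the mean of that plate's test compounds plus 3 SD, cut at about 27% in these data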;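 further: 0% = acetylcholine EC80 with DMSO and 100% = DMSO without agonist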
CHO-K1 Ca antag: counter-screen for M1 antagonists: effect in parental CHO-K1 cells; ATP-induced calcium, Fluo-8 fluorescence; inhibition, % at 3 µM; 360,000 compounds, 0.6% hits; AID 602250;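 active means inhibition above a per-plate cutoff, the plate's mean sample inhibition plus 3 SD, cut at about 24% in these data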;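 further: 0% = DMSO plus EC80 ATP and 100% = DMSO alone without ATP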
M4 ag: CHRM4 agonism in calcium assay | activation, % at 3 µM | CHO-K1 hM4/Gqi5, Fluo-8 calcium fluorescence; vehicle 0%, full acetylcholine response 100% | 360,000 compounds, 0.14% hits | P08173;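 active means activation above the run mean over all test wells plus 3 SD, cut at about 32% in these data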;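 further: peak over basal fluorescence ratio per well then scaled between controls; 0% = DMSO wells and 100% = acetylcholine at EC100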
Starred values were filed as active, the others as inactive. Rows are unselected; overall some 2.7% were active at least once.

SMILES	CHRM5 PAM	CHO-K1 Ca PAM	CHRM4 PAM	CHRM4 antagonist	M5 ag	CHO-K1 Ca ag	M5 antag	CHO-K1 Ca antag	M4 ag
NS(=O)(=O)c1ccc(CCNC(=O)NC2CCCCC2)cc1	-1	-14	6	7	0	0.0	7	2	0
CC1CN(C(=O)CSc2nnc(-c3ccc(Cl)cc3)n2C)CC(C)O1 (centres undefined)	1	2	-1	3	1	0.0	-1	-20	1
c1ccc(C(c2ccccc2)N2CCN(Cc3nc(-c4cnccn4)no3)CC2)cc1	-3	17	-21	4	-14	0.7	0	-12	2
CCC(C(=O)OC)n1cnc2scc(-c3ccc(C)cc3)c2c1=O (centres undefined)	3	16	4	-25	0	1.2	-4	-7	1
C#Cc1cccc(Nc2nc(NC(C)C)nc3ccsc23)c1	-16	3	-9	12	3	6.8	12	4	15
CCCNC(=O)C1(C)CCN(Cc2csc(-c3ccc(Cl)cc3)n2)C1 (centres undefined)	-5	13	-7	-5	-1	0.9	0	-13	3
COC(=O)c1[nH]c2ccc(C)cc2c1NC(=O)CN1CCN(c2ccc(F)cc2)CC1	-9	21	0	-7	-4	1.1	8	-8	3
NNC(=O)CCN1CCN(C(c2ccccc2)c2ccccc2)CC1	-27	14	-18	5	-17	0.4	14	-15	-1
NC(=O)COC(=O)c1cc(=O)[nH]c2ccccc12	6	20	-14	7	-2	0.2	2	-10	0
Cc1ccc(NC(=O)c2cccc(S(=O)(=O)N3CCCCC3)c2)cc1	-5	-8	-4	-3	-3	5.7	9	-11	5
CC(C)(C)NC(=O)Cn1nnc(-c2ccc(OCc3c(F)cccc3Cl)cc2)n1	-4	12	-5	5	-3	4.2	17	-5	2
Cc1csc2nnc(N)n12	5	4	0	5	1	-0.1	-6	-12	0
O=C(CCC(=O)N1CCN(S(=O)(=O)c2ccc(Cl)cc2)CC1)Nc1ccc(Cl)cc1Cl	0	24	0	-2	1	0.2	-12	-13	1
O=C(CSc1nnnn1-c1ccccc1)Nc1ccc(Cl)cn1	9	12	8	-3	3	1.8	-6	0	1
COCCN1C(=O)CCC1(C)C(=O)Nc1c(C)cccc1C (centres undefined)	-2	-9	-1	-5	1	0.1	8	26*	0
COc1ccc2c(c1)CCc1cc(C(=O)N3CCN(c4ccc(N5CCOCC5)nn4)CC3)sc1-2	-15	-10	-21	16	1	1.2	3	31*	17
CC(Sc1nc2ccccc2c(=O)n1CCc1ccc(S(N)(=O)=O)cc1)C(=O)NC(N)=O (centres undefined)	-3	12	2	-11	-1	3.5	10	-13	10
O=C(NCCCSc1ccccc1)c1cc(Br)ccc1O	-15	-2	-9	2	1	11	33*	16	13
CCCCCc1ccc(-c2ccc(/C=C/C(N)=O)cc2)nc1	0	-11	-9	14	-1	0.2	0	10	0
O=C1c2cccc3cccc(c23)C(=O)N1c1ccc2ncccc2c1	1	-4	0	-3	-6	0.0	-2	7	2
CC(C)c1ccc(NC(=O)[C@H](Cc2c[nH]c3ccccc23)NC(=O)[C@@H]2Cc3ccccc3CN2)cc1	-5	-5	-1	-5	0	1.1	9	2	3
Cc1ccc(CNC(=O)Cn2cnc3c(OCc4ccccc4)ncnc32)o1	-3	13	1	-10	3	0.1	14	-12	1
CCC(C)NC(=O)c1ccc(CSCc2ccccc2Cl)o1 (centres undefined)	-3	-11	-3	6	-4	1.5	4	5	2
CN(C)C(=O)COC(=O)/C=C/c1cn(-c2ccccc2)nc1-c1cccs1	-9	0	-8	10	2	4.2	14	-6	10
Nc1ccc(Oc2ccc3c(c2)C(=O)NC3=O)cc1	-2	15	1	5	3	0.4	4	-4	0
SMILES	CHRM5 PAM	CHO-K1 Ca PAM	CHRM4 PAM	CHRM4 antagonist	M5 ag	CHO-K1 Ca ag	M5 antag	CHO-K1 Ca antag	M4 ag
N#Cc1cccc(NC(=O)CSc2cccc[n+]2[O-])c1	-6	-11	10	-8	0	0.0	9	-1	1
Cc1ccccc1Cn1nc(C)c(NC(=O)/C=C/c2cnn(C)c2)c1C	2	20	20	-3	1	0.0	0	-12	1
CCc1ccc(NC(=S)N(CCCN2CCN(C)CC2)Cc2cccs2)cc1	3	19	-2	2	-3	0.5	1	-13	1
CCOC(=O)C(=O)N1CCC(C(=O)OCC)CC1	6	8	-12	-6	3	1.3	-1	-3	2
CN1CCSc2ccc(C(=O)NCc3ccccc3F)cc21	0	7	1	-8	-2	-0.1	-3	8	2
O=C1CC(c2c(F)cccc2Cl)C(n2cncn2)C(O)=C1C1NCCc2ccccc21 (centres undefined)	-13	7	-8	3	2	4.9	10	-5	16
Cc1ccc(OCCC(=O)OCC(=O)NC2CCS(=O)(=O)C2)cc1 (centres undefined)	5	-20	2	0	3	0.2	7	6	2
COc1ccc(NC(=O)C2CCCN(S(=O)(=O)c3ccc4c(c3)oc(=O)n4C)C2)c(OC)c1 (centres undefined)	-2	3	-1	-1	-1	0.6	2	2	2
O=S(=O)(c1ccc(Cl)nc1)N1CCc2ccccc21	2	18	-2	2	-9	0.5	1	-18	0
C=CCNC(=O)C1CCN(c2ccc(S(=O)(=O)N3CCOCC3)cc2[N+](=O)[O-])CC1	-6	10	-4	3	-4	0.9	-5	-11	2
C/C(CC(=O)Nc1ccc(Br)cc1)=N\NC(=O)Cc1csc(N)n1	1	4	-11	-6	0	0.8	2	2	1
COc1ccc(NC(=O)CSc2nnc(C3CCCCC3)o2)c(OC)c1	-2	0	3	-5	-6	0.0	-7	-17	0
CC(C)(C)NC(=O)c1ccc2nsnc2c1	1	-3	7	0	0	-0.5	-4	4	0
Cc1ccc([N+](=O)[O-])cc1Nc1nc(N2CCOCC2)nc(N2CCOCC2)n1	-5	3	-5	7	-1	-0.2	0	1	0
CCN(CC)S(=O)(=O)c1cc(C(=O)NC2=NCCS2)ccc1Cl	1	8	-3	-8	0	1.2	0	-2	3
CC(C)(C)CC(=O)OCC(=O)Nc1cc(C(C)(C)C)nn1-c1ccccc1	-2	11	-5	12	-3	-0.2	11	-3	-3
CN(c1ccccc1)c1ccc(/C=C(/CCC(=O)O)c2nc3ccccc3s2)cc1[N+](=O)[O-]	-4	6	-2	0	-1	0.1	9	-3	7
COCCNC(=O)C1CCCN(Cc2ccccc2Cl)CC1 (centres undefined)	1	9	2	-7	-1	2.0	0	3	1
Cc1ccccc1CS(=O)(=O)CC(O)CN1CCCC1=O (centres undefined)	-2	9	-4	6	-2	0.8	5	-12	0
COc1cccc(N2CCN(C(=O)CN(c3ccc(C)cc3)S(=O)(=O)c3c(C)n[nH]c3C)CC2)c1	-4	1	3	-15	-1	0.0	1	6	0
CCOC(=O)C1=C(N)OC2=C(C(=O)CCC2)C1c1cccnc1 (centres undefined)	1	-3	16	-3	0	0.3	-1	3	0
CC(C)c1ccc(C(=O)NCCCN2CCN(CCCNC(=O)c3ccc(C(C)C)cc3)CC2)cc1	-3	19	-14	1	-6	3.6	4	-4	4
O=C(COC(=O)[C@@H]1CC(O)CN1S(=O)(=O)c1ccc2c(c1)OCCO2)Nc1ccccc1F (some centres undefined)	8	10	-9	10	1	-0.3	2	-9	1
CC[C@@H]1C=C(C(=O)O)[C@H](c2ccc(C#N)cc2)N1S(=O)(=O)c1ccc(C)cc1	1	13	2	-1	0	0.4	-6	-3	0
CSc1ccccc1C(=O)Nc1cc(C)ccc1C	6	19	0	-4	-3	1.0	-4	0	1

Brought forward from above: 7 compounds; new compounds follow.
SMILES	CHRM5 PAM	CHO-K1 Ca PAM	CHRM4 PAM	CHRM4 antagonist	M5 ag	CHO-K1 Ca ag	M5 antag	CHO-K1 Ca antag	M4 ag
Cc1ccccc1CS(=O)(=O)CC(O)CN1CCCC1=O (centres undefined)	-2	9	-4	6	-2	0.8	5	-12	0
COc1cccc(N2CCN(C(=O)CN(c3ccc(C)cc3)S(=O)(=O)c3c(C)n[nH]c3C)CC2)c1	-4	1	3	-15	-1	0.0	1	6	0
CCOC(=O)C1=C(N)OC2=C(C(=O)CCC2)C1c1cccnc1 (centres undefined)	1	-3	16	-3	0	0.3	-1	3	0
CC(C)c1ccc(C(=O)NCCCN2CCN(CCCNC(=O)c3ccc(C(C)C)cc3)CC2)cc1	-3	19	-14	1	-6	3.6	4	-4	4
O=C(COC(=O)[C@@H]1CC(O)CN1S(=O)(=O)c1ccc2c(c1)OCCO2)Nc1ccccc1F (some centres undefined)	8	10	-9	10	1	-0.3	2	-9	1
CC[C@@H]1C=C(C(=O)O)[C@H](c2ccc(C#N)cc2)N1S(=O)(=O)c1ccc(C)cc1	1	13	2	-1	0	0.4	-6	-3	0
CSc1ccccc1C(=O)Nc1cc(C)ccc1C	6	19	0	-4	-3	1.0	-4	0	1
Cc1csc(NC(=O)c2ccc3c(c2)OCO3)n1	5	7	2	3	1	1.3	-1	-7	4
Cc1ccc(S(=O)(=O)n2oc(=O)c(C3CCCCC3)c2N)cc1	-22	-19	-3	-6	2	1.0	33*	4	5
CCCCc1ccc(CC(=O)O)cc1	1	17	6	-3	1	0.3	-1	-4	1
CCN(CC)c1ncnc2c1cnn2C	6	-6	19	-1	3	0.9	-4	-16	3
O=C(O)CCC(=O)OCC1CCCCC1	3	15	13	-3	2	0.2	3	-3	0
Nc1nnnn1/N=C/c1cccc(Oc2ccccc2)c1	-6	17	-6	-7	-4	-0.2	6	-5	0
C=C(C)COc1ccc(-c2n[nH]c(C)c2-c2ccccc2OC)c(O)c1	3	32	6	0	1	0.8	-5	-6	1
Cn1cnc(S(=O)(=O)N2CCCCC2c2cc(C(=O)NCc3ccc(Cl)c(Cl)c3)no2)c1 (centres undefined)	1	-12	-4	2	-1	1.3	0	6	7
O=C(COC(=O)c1ccccc1OCc1ccccc1Cl)NCC1CCCO1 (centres undefined)	-13	-1	-2	-3	-2	2.0	12	-20	11
C=CCn1c(CSCc2ccccc2)nnc1SCC(=O)NCc1ccccc1	-4	2	-3	7	1	1.6	2	-1	4
COC(=O)c1ccsc1NC(=O)c1ccccc1	0	13	2	-7	2	2.9	0	2	-1
Cc1nn(-c2cccc(Cl)c2)nc1C(=O)Nc1cccc(C(=O)NC2CC2)c1	2	13	4	6	0	1.7	0	-8	2
CC(NC(=O)CSc1nnc(COc2ccccc2)o1)c1ccccc1 (centres undefined)	-8	-8	0	0	-7	0.7	0	16	2
CC(/C=C1\SC(=S)N(NS(=O)(=O)c2ccccc2)C1=O)=C\c1ccccc1	4	7	4	14	-3	-0.1	-6	-10	-1
CC(C)c1nc(SCC(=O)c2ccc(F)cc2)c2ccccc2n1	-2	-20	-1	-2	-4	-0.7	1	15	-1
Cc1ccc(NC(=O)CNC(=O)c2ccc(C)s2)nc1	5	8	7	-8	3	1.1	0	-4	0
O=C(Nc1cccc(F)c1)c1ccc(S(=O)(=O)N2CCOCC2)cc1	-9	-14	7	-7	1	0.1	9	7	3
Cn1ccnc1C(O)c1ccco1 (centres undefined)	-5	13	-1	-2	-1	0.4	5	-13	1
COc1ccc(OCC(=O)N/N=C\c2ccco2)cc1	-5	11	-9	4	-6	0.5	3	-11	0
COc1cc(NC(=O)CSc2nc3cc(C)ccc3cc2C)c(C(=O)O)cc1OC	-1	5	0	4	-2	0.1	-5	-9	0
CCCCCn1c(CN2CCN(C)CC2)nc2c1c(=O)n(C)c(=O)n2C	1	13	1	-1	0	0.4	-1	-9	0
CSc1ccccc1C(=O)NC(C)c1ccc(-n2ccnc2)cc1 (centres undefined)	3	13	-2	-2	-3	1.5	-2	-6	2
O=C(NCC(c1ccco1)N1CCN(c2ccccc2)CC1)C(=O)NC1CCCCC1 (centres undefined)	-5	-6	-5	14	2	0.9	2	0	0
